Compound activity from PubChem.
PAD4 inh: PAD4 (human) enzyme inhibition; Q9UM07; recombinant PAD4, RCA probe fluorescence polarization; inhibition, % at 6.36 µM; hit rate 0.41% among 330,000;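 active = percent inhibition above a cutoff equal to the mean of all tested compounds plus 3 SD, cut at about 15% in these data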;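 note: 0% = PAD4 with RCA probe and DMSO and 100% = probe without PAD4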
GLD-1 TGE inh: GLD-1-TGE RNA interaction inhibition (C. elegans); Q17339; purified GLD-1 + fluorescein TGE RNA, fluorescence polarization; inhibition, % at 5.96 µM; hit rate 0.44% among 320,000;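 active = percent inhibition above a per-plate cutoff, the plate mean of test compounds plus 3 SD, cut at about 30% in these data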;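 note: 0% = DMSO wells with GLD-1 and probe and 100% = wells lacking GLD-1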
Target sequence (Q17339 whole entry, looked up): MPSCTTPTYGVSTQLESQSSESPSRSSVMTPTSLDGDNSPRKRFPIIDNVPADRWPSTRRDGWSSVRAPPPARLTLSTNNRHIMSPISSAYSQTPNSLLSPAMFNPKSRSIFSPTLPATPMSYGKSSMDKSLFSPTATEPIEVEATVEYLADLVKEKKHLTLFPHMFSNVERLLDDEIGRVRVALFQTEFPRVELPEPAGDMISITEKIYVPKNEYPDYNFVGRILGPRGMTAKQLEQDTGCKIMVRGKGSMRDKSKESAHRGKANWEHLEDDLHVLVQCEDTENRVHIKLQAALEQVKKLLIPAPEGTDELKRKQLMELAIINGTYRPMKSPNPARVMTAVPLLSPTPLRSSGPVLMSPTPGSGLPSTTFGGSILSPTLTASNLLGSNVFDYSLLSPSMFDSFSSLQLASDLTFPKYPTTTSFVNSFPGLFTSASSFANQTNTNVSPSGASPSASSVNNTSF
BCLXL inh: Bcl-xL (human) inhibition; hit rate 0.7% among 320,000; inhibition, % at 10.9 µM; Q07817; GST-Bcl-xL / FITC-Bim BH3 peptide fluorescence polarization; AID 2129;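 active = inhibition above the mean of all tested compounds plus 3 SD, cutoff set per campaign, cut at about 30% in these data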;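 note: 0% = DMSO wells and 100% = unlabeled Bim-BH3 peptide competitor; inhibitors lower millipolarization by displacing the labeled peptide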
Target sequence (Q07817 whole entry, looked up): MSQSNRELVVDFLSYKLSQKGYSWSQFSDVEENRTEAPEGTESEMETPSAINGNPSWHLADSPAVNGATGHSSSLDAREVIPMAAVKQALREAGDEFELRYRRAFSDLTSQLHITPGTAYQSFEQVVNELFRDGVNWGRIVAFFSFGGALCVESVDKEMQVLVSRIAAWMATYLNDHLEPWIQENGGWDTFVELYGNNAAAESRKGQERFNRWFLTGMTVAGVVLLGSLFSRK
PME-1 inh: PME-1 (human) inhibition; recombinant PME-1, FP-Rh probe fluorescence polarization; inhibition, % at 5.9 µM; hit rate 0.53% among 320,000;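 active = inhibition above the campaign mean of all compounds plus 3 SD, cut at about 26% in these data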;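 note: competitive labeling of PME-1 active site by serine hydrolase directed probe; 0% = PME-1 with DMSO and 100% = wells lacking PME-1 enzyme; inhibitors block probe labeling so polarization falls and inhibition rises; many of its hits are not listed in these tables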
Target sequence (Q9Y570 whole entry, looked up): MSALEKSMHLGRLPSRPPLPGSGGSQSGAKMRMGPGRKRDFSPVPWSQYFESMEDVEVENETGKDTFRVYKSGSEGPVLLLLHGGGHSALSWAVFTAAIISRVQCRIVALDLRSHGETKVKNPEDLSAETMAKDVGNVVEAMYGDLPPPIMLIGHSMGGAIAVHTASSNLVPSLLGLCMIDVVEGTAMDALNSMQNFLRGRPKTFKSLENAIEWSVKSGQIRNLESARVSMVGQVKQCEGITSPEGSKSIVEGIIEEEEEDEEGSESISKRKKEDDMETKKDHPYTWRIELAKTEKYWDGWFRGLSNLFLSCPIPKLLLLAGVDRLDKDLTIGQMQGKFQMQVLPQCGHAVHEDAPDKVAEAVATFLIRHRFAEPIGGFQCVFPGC
TPT1 inh: inhibitors of Candida albicans tRNA 2'-phosphotransferase TPT1 | recombinant caTPT1, FP RNA substrate dephosphorylation | inhibition, % at 5 µM | hit rate 0.81% among 300,000;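 active = inhibition above the mean of all tested compounds plus 3 SD, set per screening campaign, cut at about 24% in these data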;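 note: plate controls were DMSO alone for no effect and ferristatin control at 100 nM for full effect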
MCL1-BIM inh: inhibitors of human MCL1 binding to BIM-BH3 peptide; inhibition, % at 10.9 µM; AID 2057; GST-MCL1 / FITC-Bim-BH3 fluorescence polarization; Q07820; hit rate 0.68% among 320,000;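 active = inhibition above the mean inhibition of all tested compounds plus 3 SD, set per campaign, cut at about 40% in these data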;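 note: 0% = DMSO wells and 100% = unlabeled Bim-BH3 peptide control; higher means more loss of mP so more displacement of Bim peptide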
MEX-5 binding: C. elegans MEX-5 TCR-2 RNA binding activity; hit rate 0.38% among 300,000; Q9XUB2; activity score (negative = inhibition of binding), % at 10 µM; MEX-5/FITC-TCR2 RNA binding, fluorescence polarization; active compounds read low;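 active = inhibition past about -25% in most replicates, and total fluorescence under double the plate's negative control median, limit read from the data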;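 note: 0% = DMSO and -100% = 5 µM competing unlabeled TCR2 RNA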
GSTO1 counter: counter-screen for RBBP9 inhibitors: inhibitors of human GSTO1 | P78417 | recombinant GSTO1, activity-based probe fluorescence polarization | inhibition, % at 5.96 µM | hit rate 1.1% among 300,000 | AID 1974;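 active = inhibition above the campaign mean inhibition plus 3 SD, cut at about 35% in these data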;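 note: 0% = GSTO1-1 with DMSO and 100% = wells lacking GSTO1-1 enzyme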
Fam108B counter: counter-screen for RBBP9 inhibitors: inhibitors of mouse Fam108B; recombinant Fam108B, FP-Rh probe fluorescence polarization; inhibition, % at 9.51 µM; hit rate 0.33% among 300,000;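 active = inhibition above the screen mean inhibition plus 3 SD, computed separately per campaign, cut at about 18% in these data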;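 note: inhibitors lower polarization as less probe binds the enzyme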
Active calls of the source: *; nt = not tested or not shown. A portion of the library; the hit share may differ from the screen's.

SMILES | PAD4 inh | GLD-1 TGE inh | BCLXL inh | PME-1 inh | TPT1 inh | MCL1-BIM inh | MEX-5 binding | GSTO1 counter | Fam108B counter
COc1cc(/C=C/C(=O)N2CCN(C(=O)/C=C/c3cc(OC)c(OC)c(OC)c3)CC2)cc(OC)c1OC | 1 | 109* | 4 | 2 | -3 | 0 | 2.3 | 4 | 2
O=C(OCc1cccnc1)C1=Cc2ccccc2OC1 | -5 | 1 | 5 | -7 | 1 | 3 | -0.2 | 1 | -3
CCCC(=O)NNC(=O)CC(=O)Nc1ccccc1C(=O)O | -2 | -4 | 3 | -1 | -3 | 9 | nt | 5 | -1
C/C(=N/NC(=O)c1ccoc1C)c1ccc(NC(=O)C2CCCC2)cc1 | -4 | 2 | 2 | -5 | 0 | 6 | -3.5 | -3 | 3
CC(=O)N1N=C(N)SC1c1cccc([N+](=O)[O-])c1 (stereo not drawn) | -1 | 4 | 3 | -1 | -2 | 0 | 1.6 | 9 | 2
C(=C\c1ccccc1)/C=N/Nc1nc2ccccc2[nH]1 | -3 | 10 | 0 | -19 | -2 | -1 | 2.7 | 5 | 9
Cc1ccc(C(=O)OCC(=O)Nc2ccc(F)c(Cl)c2)o1 | 0 | -5 | 2 | 2 | nt | -1 | nt | nt | nt
CCNC(=O)n1cc(-n2cncn2)c(-c2ccccc2)n1 | -4 | -3 | 6 | 0 | 1 | 8 | -0.5 | -3 | 6
CC(c1cccs1)N(Cc1ccco1)C(=O)Nc1ccc(Cl)c(Cl)c1 (stereo not drawn) | -1 | 6 | 2 | -25 | 0 | 0 | 1.9 | -4 | -27
Cc1ccc(CSCC(=O)NCCCN2CCOCC2)cc1 | -5 | 2 | -3 | -3 | 5 | 5 | -0.8 | 11 | -2
CC(=O)N/C(=C\c1ccc(F)cc1)C(=O)NC(C(=O)O)C(C)C (stereo not drawn) | -3 | 6 | 2 | -3 | -4 | -1 | 0.5 | -3 | 5
COC1Cc2ccccc2N(C(N)=O)c2ccccc21 (stereo not drawn) | -1 | 5 | 0 | 0 | -2 | -4 | -1.6 | 4 | -2
COc1ccc(CN(C)Cc2c(O)ccc3cc(Br)ccc23)cc1OC | -3 | -4 | 3 | 0 | 0 | 3 | -0.5 | 2 | -5
COCCOC(=O)c1c(NC(=O)CNc2ccc(C)c(F)c2)sc(C(N)=O)c1C | 3 | -3 | 5 | 6 | 0 | -1 | 2.4 | 4 | -3
Cc1cc(C(=O)NN)c2cc(Br)ccc2n1 | -1 | -2 | 1 | -1 | 1 | 4 | 0.4 | 1 | -1
CC(C)[C@H](NC(=O)[C@@H]1Cc2ccccc2CN1C(=O)OC(C)(C)C)C(=O)NC1CCCC1 | 3 | -2 | 3 | 10 | -3 | 0 | 0.4 | 5 | 7
Clc1ccc(Cn2ncc3c(NCc4ccccc4)ncnc32)c(Cl)c1 | 2 | -1 | -2 | 0 | 0 | 3 | -0.3 | 1 | 2
Cc1cccc(C(=O)NC(=S)Nc2ccc(N3CCOCC3)cc2)c1 | 0 | 5 | 8 | 9 | 0 | 16 | -0.7 | 0 | 1
COc1ccc(NC(=O)c2cnc3sccn3c2=O)cc1 | 1 | 9 | 5 | -2 | -2 | 7 | 0.6 | 3 | 6
NC(=O)C1CCN(C(=O)C2CCC(=O)N(Cc3ccc(Cl)cc3)C2)CC1 (stereo not drawn) | 0 | 7 | 2 | 10 | -2 | -2 | -0.9 | 2 | -4
CCC(=O)Nc1cccc(NC(=S)NC(=O)c2ccc(Cl)cc2)c1 | -4 | 7 | -1 | -1 | 2 | 2 | 2.1 | -2 | -3
Cc1ccc(C(=O)NCC(=O)O)s1 | -5 | -1 | 0 | -5 | 1 | 0 | 0.5 | 4 | 5
O=C1C(=O)N(CCN2CCOCC2)C(c2ccccn2)/C1=C(/O)c1ccc(F)cc1 (stereo not drawn) | -2 | 8 | 13 | -4 | -2 | 14 | 1.8 | 2 | -1
Cc1ccc(NC(=O)CN(C)C(=O)c2ccc(-n3cncn3)c([N+](=O)[O-])c2)cc1 | 6 | 11 | 0 | 10 | -4 | -1 | 0.8 | 1 | 3
CCn1c(SCc2nc3ccccc3[nH]2)nnc1-c1ccccc1OC | -3 | 0 | 1 | 7 | -2 | -3 | 3.2 | -2 | -2

(cont.)
SMILES | PAD4 inh | GLD-1 TGE inh | BCLXL inh | PME-1 inh | TPT1 inh | MCL1-BIM inh | MEX-5 binding | GSTO1 counter | Fam108B counter
CCC(C)NS(=O)(=O)c1ccc(NC(=O)C2CCN(C(=O)c3ccco3)CC2)cc1 (stereo not drawn) | -5 | 6 | 6 | -2 | -2 | 5 | 2.0 | 2 | -1
N#Cc1c(NC(=O)COC(=O)C2CC3C=CC2C3)oc(-c2ccccc2)c1-c1ccccc1 (stereo not drawn) | -2 | -2 | 0 | -6 | 3 | 1 | 1.4 | -8 | -11
CCSc1cnn(-c2ccccc2)c(=O)c1SCC | -3 | 4 | 10 | -3 | -2 | 9 | 1.9 | -4 | -1
CC(=O)Nc1cc[n+](CC(=O)c2ccc(Cl)cc2)cc1 | -2 | -1 | 1 | 6 | 1 | 2 | -0.6 | 1 | 0
Cn1ccnc1SCC(=O)Nc1cc(S(=O)(=O)N2CCOCC2)ccc1Cl | -2 | 6 | 1 | -7 | -1 | -5 | 1.1 | -8 | 2
CCC1Nc2ncnc(N3CCN(c4ccccc4)CC3)c2N(Cc2ccc(C)cc2)C1=O (stereo not drawn) | 2 | -2 | 6 | 6 | 0 | 2 | -0.6 | 4 | -1
COc1cc(/C=N/NC(=O)c2cnccn2)ccc1O | -4 | -1 | 2 | -9 | -2 | 0 | -0.8 | 3 | -3
Cc1nc2ccccn2c1C(=O)CSc1ccc(Cl)cc1Cl | 0 | 1 | 5 | -3 | 1 | 4 | 1.2 | 8 | -6
N#Cc1ccc2ccn(CC(=O)NC3CCCCC3)c2c1 | -1 | 7 | 4 | -5 | -2 | 0 | -2.2 | 2 | 1
COc1ccccc1-c1nnc(SCC(=O)N2CCOCC2)n1-c1ccccc1 | 1 | 2 | -5 | 4 | 1 | -10 | 1.1 | -1 | 0
c1ccc(CCn2nnnc2C(c2cccs2)N2CCN(Cc3ccc4c(c3)OCO4)CC2)cc1 (stereo not drawn) | 2 | -6 | 1 | 2 | -1 | -1 | 0.6 | -2 | 5
Cc1ccnc(N2CCC(C(=O)Nc3ccc4c(c3)OCO4)CC2)n1 | 0 | 11 | -2 | -5 | 4 | 6 | -2.1 | 6 | -2
COc1ccc(S(=O)(=O)Nc2ccc3ccccc3c2)cc1C | -5 | 2 | 2 | -22 | 0 | 8 | 2.2 | 12 | -3
CC(=O)N1N=C(c2ccccc2)OC1(C)CC(=O)Nc1ccccc1 (stereo not drawn) | -3 | 4 | 3 | 1 | -3 | 0 | 1.8 | 2 | 0
N#CC(C(=O)O)=C1CCCC1 | 0 | -2 | 8 | 5 | -3 | 9 | -1.3 | 12 | 4
Cc1c(NC(=O)/C=C/c2cccs2)c(=O)n(-c2ccccc2)n1C | -2 | 4 | 0 | -1 | -2 | -4 | 0.9 | 1 | -1
CCOc1ccc(/C=C/C(=O)c2ccc(-c3ccccc3)cc2)cc1 | -11 | -4 | 5 | -11 | 2 | 4 | 6.2 | -5 | -3
Cc1ccc(NC(=O)C2(S(=O)(=O)c3ccc(C)cc3)CC2)cc1 | 0 | 5 | 5 | 2 | -1 | -3 | -1.0 | 1 | -1
O=C(COC(=O)c1ccc(S(=O)(=O)Nc2ccccc2)cc1)NCCC1=CCCCC1 | -6 | 4 | -2 | -3 | 1 | 0 | 0.4 | -2 | 0
CC(NC(=O)c1ccc(S(C)(=O)=O)cc1)c1cccc2ccccc12 (stereo not drawn) | 1 | 0 | 0 | -1 | -2 | 5 | -4.1 | 18 | 1
CCOC(=O)c1c(NC(=O)N/N=C/c2ccc(O)c(OC)c2)sc(C(C)=O)c1C | 2 | 2 | 4 | 18 | 1 | 0 | -1.4 | -3 | -1
COc1ccc(C(=O)n2cnc(N)n2)cc1 | -1 | 1 | 0 | -2 | -1 | -4 | -2.3 | -5 | -2
CC(=O)Nc1ccc(NC(=O)CSc2ncc(C(=O)Nc3ccc(F)cc3)c(=O)n2C)cc1 | 3 | 4 | 1 | -5 | 2 | 6 | 1.9 | -1 | -1
C/C(=N\Nc1ccc(Cl)c(C(=O)O)c1)c1ccc(Br)s1 | 6 | 1 | 11 | 3 | 1 | 26 | -2.9 | 10 | 10
COCCN(C(=O)CSc1ncccn1)c1c(N)n(Cc2ccccc2)c(=O)[nH]c1=O | -4 | -4 | 3 | 2 | 0 | 0 | -1.2 | 3 | -5

Carrying on:
SMILES | PAD4 inh | GLD-1 TGE inh | BCLXL inh | PME-1 inh | TPT1 inh | MCL1-BIM inh | MEX-5 binding | GSTO1 counter | Fam108B counter
C[C@@H](NC(=O)[C@@H]1Cc2ccccc2CN1C(=O)OC(C)(C)C)C(=O)NC1CCCCC1 | -6 | 8 | 6 | 3 | -2 | 3 | -1.2 | 2 | 4
O=C(Nc1ccccc1)C1C2/C=C\CCCCC21 (stereo not drawn) | 0 | 3 | 6 | 3 | 1 | 14 | -0.6 | -2 | 3
O=C(Cc1ccc(Cl)cc1)NC(=S)Nc1ccccc1N1CCOCC1 | -1 | -3 | 0 | -5 | -1 | -5 | nt | 1 | -6
Cc1ccc(C(=O)Oc2ccc(N3C(=O)CCC3=O)c(C)c2)cc1 | 0 | 2 | 1 | -2 | 0 | 0 | 2.1 | 3 | 1
COc1ccc(/C=N/NC(=O)c2cc(-c3cccc(C)c3)nc3ccccc23)cc1O | -1 | 6 | 5 | -9 | -5 | 6 | 1.9 | -27 | -10
COc1ccccc1N1CCN(C(=O)Cn2c(=O)[nH]c3ccsc3c2=O)CC1 | -4 | 2 | 4 | -2 | 0 | 2 | 3.0 | 1 | 2
CC(=O)OC(C(=O)NC1CCCCC1)c1ccc(Cl)cc1 (stereo not drawn) | -1 | 8 | 5 | -6 | -2 | 6 | 2.2 | -5 | -2
CNc1c(NS(=O)(=O)c2ccc(Cl)cc2)c(=O)oc2ccccc12 | -1 | -4 | 5 | 6 | 0 | 8 | 1.6 | -2 | -3
O=C(NNC(=O)c1ccc(O)c(Cl)c1)c1cccc(S(=O)(=O)N2CCOCC2)c1 | -1 | -10 | 0 | -9 | 0 | 6 | -3.2 | -5 | 0
CC1CC(C)CN(CCCNC(=O)CN2C(=O)c3cccnc3Oc3ccccc32)C1 (stereo not drawn) | 3 | 4 | 1 | 0 | 1 | 0 | -1.5 | 5 | -1
Cc1ccc(C)c(NC(=O)Nn2cnnc2)c1 | -8 | -3 | -6 | 3 | -1 | -3 | 2.8 | 3 | 4
O=C(O)CCC(=O)Nc1ccc(Br)c(Cl)c1 | -1 | 5 | 3 | -4 | 2 | 1 | -1.4 | -7 | -6
CCN(CC(=O)Nc1c(F)cccc1F)C(=O)c1cccnc1SC | -2 | 3 | -5 | 1 | 2 | -10 | 4.5 | 4 | 1
CSc1ccccc1C(=O)Nc1ccccc1C | -7 | 1 | 3 | 4 | -1 | 10 | -0.8 | 3 | 3
CCOc1cc(/C=C/C(=O)OCC(=O)NCCN2C(=O)CSC2=O)ccc1OCC(C)C | 2 | 5 | -5 | -6 | nt | -6 | nt | nt | nt
Cc1cc(N2CCCC2=O)cc(C)c1S(N)(=O)=O | 9 | 6 | 3 | -5 | -1 | 2 | -2.1 | -5 | 1
